Screening data: PubChem BioAssay, several laboratories
PP5 primary: inhibitors of human protein phosphatase 5 (PP5) | P53041 | inhibition, % at 6.7 µM | 320,000 tested, 0.18% active | purified PP5c, OMFP substrate fluorescence;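 active means inhibition above the campaign's mean inhibition across all tested compounds plus 3 SD, cut at about 9.5% in these data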;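 further: 0% = DMSO only and 100% = 100 µM cantharidin control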
Target sequence (P53041 whole entry, looked up): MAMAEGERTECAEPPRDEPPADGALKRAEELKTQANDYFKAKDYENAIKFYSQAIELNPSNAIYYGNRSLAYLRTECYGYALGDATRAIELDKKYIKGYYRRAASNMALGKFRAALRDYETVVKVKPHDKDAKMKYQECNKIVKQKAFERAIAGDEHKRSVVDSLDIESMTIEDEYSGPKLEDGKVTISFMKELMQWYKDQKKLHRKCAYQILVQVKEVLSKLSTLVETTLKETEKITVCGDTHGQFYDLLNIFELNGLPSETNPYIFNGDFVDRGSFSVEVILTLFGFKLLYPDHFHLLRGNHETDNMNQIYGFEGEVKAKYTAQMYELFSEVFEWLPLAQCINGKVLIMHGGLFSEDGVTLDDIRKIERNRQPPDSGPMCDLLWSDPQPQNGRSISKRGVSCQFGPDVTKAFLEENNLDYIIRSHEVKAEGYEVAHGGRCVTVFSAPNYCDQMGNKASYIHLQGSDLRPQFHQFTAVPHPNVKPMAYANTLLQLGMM
proCasp3 act: procaspase-3 (human) activation. P42574. recombinant procaspase-3 D3A, Ac-DEVD-pNA absorbance 405 nm. activation, % at 8.5 µM. 330,000 tested, 0.11% active. AID 463141;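 active means activation above the mean of all tested compounds plus 3 SD, cut at about 21% in these data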;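 further: 0% = DMSO alone and 100% = DMSO wells spiked with extra 5 µM PC-3 D3A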
Target sequence (P42574 whole entry D9A/D28A/D175A): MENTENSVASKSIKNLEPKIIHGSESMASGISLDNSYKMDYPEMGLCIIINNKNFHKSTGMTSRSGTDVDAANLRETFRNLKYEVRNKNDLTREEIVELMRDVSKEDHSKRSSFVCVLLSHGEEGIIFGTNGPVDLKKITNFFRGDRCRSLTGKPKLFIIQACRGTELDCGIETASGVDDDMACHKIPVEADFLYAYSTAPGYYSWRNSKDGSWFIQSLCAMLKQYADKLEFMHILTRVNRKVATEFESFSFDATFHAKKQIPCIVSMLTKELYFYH
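Test system: Procaspase-3 D3A mutant; medium: Zinc-free HEPES/NaCl buffer with 0.01% Triton X-100 at pH 7.4; reagent: DEVD-pNA substrate; doses: one concentration, 8.5 µM nominal, 0.8% DMSO; times: 1 h preincubation plus 2 h reaction at 25 °C; signal: Epi-absorbance at 405 nm of released p-nitroaniline, 0 and 120 min; replicates: singlicate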
PP1 inh: counter-screen for PP5 inhibitors: inhibitors of human PP1-alpha; P62136; purified PP1alpha, OMFP fluorescence; inhibition, % at 6.7 µM; 320,000 tested, 0.9% active;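 active means inhibition above the mean inhibition of all tested compounds plus 3 SD, computed separately for each screening campaign, cut at about 15% in these data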
Target sequence (P62136 whole entry, looked up): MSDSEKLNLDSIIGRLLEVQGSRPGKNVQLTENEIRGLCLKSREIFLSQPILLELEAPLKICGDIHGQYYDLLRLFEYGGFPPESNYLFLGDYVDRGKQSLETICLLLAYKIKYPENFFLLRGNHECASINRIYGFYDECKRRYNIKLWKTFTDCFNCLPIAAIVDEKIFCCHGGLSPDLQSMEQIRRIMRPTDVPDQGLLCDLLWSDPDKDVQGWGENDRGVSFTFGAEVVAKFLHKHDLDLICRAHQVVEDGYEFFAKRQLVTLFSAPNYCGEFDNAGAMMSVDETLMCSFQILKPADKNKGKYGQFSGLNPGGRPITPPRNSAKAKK
GRK2 aptamer HTS: inhibitors of human GRK2 displacing RNA aptamer | P25098 | inhibition of aptamer binding, % at 10 µM | 330,000 tested, 0.59% active | AID 488847 | bead flow cytometry, FAM-aptamer displacement from GRK2;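 active means inhibition of aptamer binding above 40%, roughly 3 SD of noise, on plates passing a quality check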;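 further: median bead fluorescence of bound FAM aptamer so fluorescent compounds give negative values; no value below 0 was filed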
CTSL1 counter: counter-screen for PFM18AAP inhibitors: inhibitors of F. hepatica cathepsin L1; recombinant F. hepatica cathepsin L1, Z-Leu-Arg-MCA fluorescence; inhibition, % at 5.96 µM; 300,000 tested, 0.49% active;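 active means inhibition above the mean of all tested compounds plus 3 SD, set per screening campaign, cut at about 17% in these data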;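 further: 0% = plate median of test compound wells and 100% = 1 µM Z-Phe-Ala-diazomethylketone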
VLA-4 inh: inhibition in a human VLA-4 binding assay | 330,000 tested, 0.2% active | AID 2557 | VLA-4 expressing cells, ligand binding flow cytometry | inhibition, % (about 7 µM as worked out from the volumes in the protocol) | P13612; in the data active means inhibition above about 50%
procasp7 counter: counter-screen: procaspase-7 (human) activation; activation, % at 8.5 µM; AID 463210; recombinant procaspase-7, Ac-DEVD-pNA absorbance 405 nm; D23A/D198A/D206A triple mutant, cannot self-cleave; scale: DMSO 0, 5 µM enzyme 100; P55210; 330,000 tested, 0.093% active;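 active means percent activation above the screen-wide mean plus 3 SD, cut at about 25% in these data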
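Assay system: Uncleavable procaspase-7 mutant enzyme; Input: 2 µM procaspase-7 mutant as dispensed; Also added: DEVD-pNA substrate; Medium: Zinc-free HEPES pH 7.4 with 300 mM NaCl, 0.01% Triton X-100; Timing: 1 h compound preincubation, 2 h substrate cleavage, 25 °C; Measured by: Epi-absorbance of released pNA at 405 nm, two timepoints.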
HCV core dimer: blocks dimerization of HCV core protein. AID 1899. TR-FRET GST/Flag-core106 dimerization, 1536-well. inhibition, % at 5 µM. 300,000 tested, 0.33% active;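 active means inhibition above the mean of all tested compounds plus 3 SD, set per screening campaign, cut at about 45% in these data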
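System: GST-tagged and Flag-tagged HCV core protein residues 1-106 / Input: core106 proteins, GST 13.5 nM and Flag 17 nM / Buffer or medium: KF-containing HEPES buffer, pH 7.45, DTT, CHAPS, BSA / Probe or stimulus: Eu-anti-GST and XL665-anti-Flag labelled anti-tag antibodies / Schedule: 4 h, 22.5 °C incubation / Technique: TR-FRET 671 and 617 nm emission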
GASC-1 inh: inhibitors of human GASC-1 (JMJD2C) demethylase | Q9H3R0 | GST-JMJD2C(1-420) H3K9me3 demethylation, DELFIA europium | inhibition, % at 2.35 µM | 330,000 tested, 0.069% active;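 active means more than half of a compound's replicate wells show inhibition beyond 50%, single wells judged on their own value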;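 further: signal counts dimethyl H3K9 product captured on neutravidin plate; 0% = median of DMSO wells and 100% = 0.3 times that DMSO median; strong numbers were not always called active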
The depositor's hits bear a star; · = not tested or not shown.

SMILES | PP5 primary | proCasp3 act | PP1 inh | GRK2 aptamer HTS | CTSL1 counter | VLA-4 inh | procasp7 counter | HCV core dimer | GASC-1 inh
C=C1[C@H]2CC[C@H]3[C@]4(C)C[C@H](O[C@H]5O[C@H](CO)[C@@H](OS(=O)(=O)O)[C@H](OS(=O)(=O)O)[C@H]5OC(=O)CC(C)C)C[C@@H](C(=O)O)[C@H]4CC[C@]3(C2)[C@H]1O | 0.0 | 6 | -7 | 3 | 5 | 57* | -3 | 5 | ·
CCOC(=O)[C@]1(C#N)[C@@H]2C=CC(C(C)=O)=CN2[C@@H](C(N)=O)[C@@H]1c1ccsc1 | 2.4 | -14 | 7 | 0 | 5 | 13 | 2 | -6 | 1
O=c1cccc2n1CC1CC2CN(C(c2ccccc2)c2sc3ncnn3c2O)C1 (configuration not stated) | 2.0 | 2 | -1 | 0 | 1 | -24 | 6 | -9 | 71
COC(=O)[C@@H]1C(OC(=O)c2ccccc2)CC2CCC1N2C (some centres not stated) | · | 10 | · | 0 | · | -4 | 10 | · | ·
O=C1NC(=O)N(c2ccccc2F)C(=O)/C1=C/c1ccc(Oc2ccc([N+](=O)[O-])cn2)cc1 | 0.5 | -4 | 0 | 8 | 0 | -6 | -6 | 7 | 11
O=C(O)CCC(=O)NCCC1=c2ccccc2=N/C1=C\c1c(O)n(Cc2ccc(F)cc2)c(=S)[nH]c1=O | 3.7 | -10 | 3 | 1 | 4 | 0 | -24 | 11 | 7
O=c1[nH]c(=O)n(Cc2ccccc2)c(O)c1C=NCCCn1ccnc1 | -2.6 | 9 | -2 | 1 | -1 | -1 | 9 | -3 | -7
COC(=O)C1=C(c2ccc(-c3ccccc3)c(F)c2)C[C@@H]2CC[C@H]1N2C(=O)NC1CCCCC1 | 2.5 | 5 | 7 | 0 | · | 6 | 3 | · | 1
O=C(COc1ccc(Cl)cc1)N1CCN(Cc2ccc([N+](=O)[O-])cc2)CC1 | 2.6 | -3 | 1 | 0 | 0 | -2 | -10 | 9 | 4
COc1ccc(C(=O)C2CCCN(Cc3ccsc3)C2)cc1OC (configuration not stated) | 0.3 | -1 | -4 | 1 | 0 | 16 | 5 | -10 | 4
Cc1ccc(S(=O)(=O)NCC2CCC(C(=O)N3CCC4(CC3)OCCO4)CC2)cc1 (configuration not stated) | 2.9 | 10 | 1 | 0 | -2 | 9 | 5 | -9 | -4
CC(=NCCN1CCCCC1)c1c(O)[nH]c(=O)[nH]c1=O | 1.7 | -2 | 1 | 2 | -2 | 29 | -2 | 3 | -4
CC/C(=N\Nc1ccccc1)c1c(O)n(C)c(=O)n(C)c1=O | 0.8 | -5 | 0 | 3 | -1 | 8 | -6 | -4 | -31
O=c1c2ccccc2nc(/C=C/c2ccccc2F)n1-c1ccccc1O | 0.7 | 8 | -1 | 10 | -2 | -12 | 4 | 11 | -11
CCCCCCN=Cc1c(O)n(C)c(=O)n(C)c1=O | -0.9 | -3 | 2 | 4 | 3 | -4 | -8 | -13 | -1
Cc1cccc(N=Nc2ccc(N(C)C)cc2)c1 | 3.8 | -3 | 6 | 1 | 0 | 8 | -8 | -11 | 4
CN(C)P(=O)(NC(=O)c1cccn1C)N(C)C | -5.2 | 1 | 2 | 0 | -2 | -1 | 2 | -2 | 32
O=C(c1cccc2ccccc12)C1CCCN(Cc2ccon2)C1 (configuration not stated) | 1.6 | 5 | -1 | 1 | -2 | -5 | 5 | 2 | -1
Cc1ccc(-n2nc(C)cc2NC(=O)COc2cc(C)cc3oc(=O)c4c(c23)CCC4)cc1 | 4.4 | 1 | 2 | 2 | 1 | 20 | 12 | 4 | -1
O=c1[nH]c(=S)[nH]c(O)c1N=Nc1cc2c(cc1[N+](=O)[O-])OCO2 | -1.1 | 0 | -2 | 0 | 7 | -13 | 6 | -10 | 10
Nc1cc2nc3ccccc3nc2cc1N | 0.8 | -3 | 5 | · | 0 | -8 | -21 | 32 | 8
CC1CCCCN1CC(O)c1c[nH]c2ccccc12 (configuration not stated) | 1.7 | -4 | 7 | 1 | 2 | -4 | -8 | 0 | 8
COc1cccc(N=Cc2c(O)n(Cc3ccco3)c(=O)[nH]c2=O)c1 | 1.0 | -7 | -3 | 8 | -6 | -3 | 0 | 8 | -5
CC(C)(C)n1cc(C(=O)c2ccccc2OCCCF)cn1 | -1.6 | 0 | -2 | 0 | -1 | 3 | 13 | 2 | -10
COc1ccc(-c2nn(CCC#N)cc2C(=O)Nc2ccc(C(C)=O)cc2)cc1[N+](=O)[O-] | 0.4 | 5 | 1 | 3 | 5 | -18 | 6 | -5 | 1

A section from the list above, for reference:
SMILES | PP5 primary | proCasp3 act | PP1 inh | GRK2 aptamer HTS | CTSL1 counter | VLA-4 inh | procasp7 counter | HCV core dimer | GASC-1 inh
C=C1[C@H]2CC[C@H]3[C@]4(C)C[C@H](O[C@H]5O[C@H](CO)[C@@H](OS(=O)(=O)O)[C@H](OS(=O)(=O)O)[C@H]5OC(=O)CC(C)C)C[C@@H](C(=O)O)[C@H]4CC[C@]3(C2)[C@H]1O | 0.0 | 6 | -7 | 3 | 5 | 57* | -3 | 5 | ·
CCOC(=O)[C@]1(C#N)[C@@H]2C=CC(C(C)=O)=CN2[C@@H](C(N)=O)[C@@H]1c1ccsc1 | 2.4 | -14 | 7 | 0 | 5 | 13 | 2 | -6 | 1

Next entries:
SMILES | PP5 primary | proCasp3 act | PP1 inh | GRK2 aptamer HTS | CTSL1 counter | VLA-4 inh | procasp7 counter | HCV core dimer | GASC-1 inh
N=c1c[n+](C2CCCCC2)[n-]o1 | 0.1 | 2 | -3 | 0 | 1 | 6 | 2 | -3 | 4
CCC(=Nc1ccccc1NC(C)=O)c1c(O)n(C)c(=O)n(C)c1=O | 1.6 | 4 | -3 | 1 | -1 | -6 | 0 | -3 | 5
COc1ccc(NC(=S)NC(NC(=O)CF)C(Cl)(Cl)Cl)cc1[N+](=O)[O-] (configuration not stated) | 1.5 | 2 | 4 | 1 | -1 | 9 | -14 | -1 | -3
CCC(COC(=O)NC)NC(=O)Oc1cccc(C)c1 (configuration not stated) | 2.7 | -4 | -2 | 2 | -3 | 0 | 0 | -9 | -3
COC(=O)C1=C(c2cccc3c2S(=O)(=O)c2ccccc2-3)C[C@@H]2CC[C@H]1N2C(=O)N1CCc2cc(OC)c(OC)cc2C1 | 0.5 | -3 | 0 | 3 | · | 0 | 8 | · | 4
CCC(C)N1C(=O)NC(=O)C2(Cc3c(ccc4ccccc34)N(C)C2)C1=O (configuration not stated) | 5.8 | -13 | 3 | 0 | 5 | -11 | -18 | 3 | -27
COc1cccc(CN2CCNCC2)c1 | 4.2 | -3 | 1 | 2 | -4 | 14 | 7 | 6 | 0
CC1C(c2cccs2)=[N+]([O-])C(C)(C(=O)c2cccs2)N1O (configuration not stated) | -0.3 | 4 | -3 | 1 | -3 | 11 | -10 | 0 | -6
CCn1c(O)c(/C(C)=N/N2CCCCC2c2cccnc2)c(=O)[nH]c1=S (configuration not stated) | 3.3 | 8 | -3 | 0 | 4 | -7 | -2 | -2 | 0
CN1C(=O)C(C2(C#N)CCCCC2)C(=O)N(C)C1=O | -0.4 | -1 | 2 | 7 | 2 | -7 | -2 | -5 | 12
NCCCN1CCN(c2ccccc2)CC1 | -2.3 | -10 | -4 | 0 | -2 | 9 | 3 | 1 | 5
FCCN(CCF)c1cccc(Cl)c1 | 0.0 | 7 | -1 | 0 | -1 | 5 | 11 | 3 | -17
CCOc1ccccc1-n1c(O)c(C=NCc2ccc3c(c2)OCO3)c(=O)[nH]c1=O | -0.1 | 0 | 1 | 3 | -1 | 2 | -2 | 1 | 10
CCC(=O)c1ccc(OC(=O)N(C)c2ccccc2)cc1 | 3.1 | -2 | -2 | 3 | -2 | 6 | 5 | -2 | -16
COC(=O)C1=C(c2cccc(OCc3ccccc3)c2)C[C@@H]2CC[C@H]1N2C(=O)NCc1ccc(C(F)(F)F)cc1 | 4.0 | 3 | 10 | 1 | · | 1 | -1 | · | -2
O=S(=O)(c1ccc(F)cc1)N1CN2CCN(C2)C1 | 0.7 | 0 | -1 | 0 | 0 | 7 | 8 | -3 | 1
Cc1[nH]c2ccccc2c1/C=N/O | -3.0 | -4 | 0 | 0 | -1 | 49 | -8 | -3 | 5
COc1cc2c(C(=O)O)c(C)n(C)c2cc1Br | 3.2 | 4 | -5 | 1 | -3 | -7 | 10 | -4 | -14
Cc1ccc(-n2c(C)nc3ccccc3c2=O)cc1C | -0.2 | 4 | -2 | 4 | -1 | 15 | 11 | -6 | -13
CCCS(=O)(=O)N1CCC(C(=O)N2CCC3(CC2)OCCO3)CC1 | 1.7 | -3 | -1 | 3 | -3 | 8 | 15 | -2 | 19
CCOC(=O)c1c(-n2c(C)cc(/C=C3\C(=O)NC(=O)N(C)C3=O)c2C)sc2c1CCCC2 | 5.8 | -3 | 5 | 6 | 4 | 13 | -14 | 24 | 8
COc1cc2c(cc1OC)-c1c(OC)c(OC)cc3c1[C@H](C2)N(C)CC3 | 0.9 | -1 | -1 | 2 | 8 | -3 | 4 | -13 | -3
CC(=O)N1CCN(CCN=Cc2c(O)n(-c3ccc(F)cc3)c(=S)[nH]c2=O)CC1 | 1.1 | -2 | 0 | 0 | 0 | 4 | -15 | 1 | 5
CCC(C)n1c(O)c(C=Nc2cccc(C(F)(F)F)c2)c(=O)[nH]c1=S (configuration not stated) | 0.8 | -15 | 4 | 0 | 3 | -6 | -15 | 5 | 3
COc1ccc(OC)c(CC(=O)O)c1 | -3.5 | -9 | -3 | 0 | -3 | -4 | -2 | -1 | -1
Next entries follow:
SMILES | PP5 primary | proCasp3 act | PP1 inh | GRK2 aptamer HTS | CTSL1 counter | VLA-4 inh | procasp7 counter | HCV core dimer | GASC-1 inh
CC(C)(O)[C@H]1O[C@H]2CC[C@@]3(C)[C@@](O)(CC[C@H]4Cc5c([nH]c6ccccc56)[C@@]43C)C2=CC1=O | 2.1 | 5 | 1 | 0 | 4 | 18 | -10 | -11 | -20
O=C1NC(=O)N(c2cccc(Cl)c2)C(=O)/C1=C\c1ccc(Sc2nc3ccccc3[nH]2)o1 | 1.2 | 7 | 8 | 4 | 0 | -8 | -1 | 30 | 7
COc1ccc(C(=O)C2CCCN(Cc3cnc(C)s3)C2)cc1OC (configuration not stated) | 1.8 | 0 | -9 | 0 | 0 | 14 | 5 | 3 | 3
COC(=O)C1=C(c2c(C)noc2C)C[C@@H]2CC[C@H]1N2C(=O)N1CCC(O)CC1 | -2.9 | 7 | -2 | 2 | · | 10 | 12 | · | 23
CC(C)CC(C)N (configuration not stated) | 1.5 | 0 | -1 | 0 | · | 11 | 6 | · | 9
CCCCOC(=O)c1ccccc1C(=O)OCCCC | 1.9 | -5 | 2 | 4 | · | 17 | 5 | · | 0
O=c1cccc2n1CC1CC2CN(S(=O)(=O)c2ccc(F)cc2)C1 (configuration not stated) | 1.5 | -3 | -3 | 0 | -1 | 16 | 0 | -1 | 3

Some of the compounds tested; rates above refer to the full screens.
